Bioassay records: PubChem, Broad Institute
S100A4 MyoIIA: S100A4-myosin IIA interaction inhibition; P26447; S100A4/TAMRA-MyoIIA peptide fluorescence polarization; inhibition, % at 10.7 µM; 360,000 compounds, 0.14% hits; AID 652163;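 active means mean inhibition of at least 70% across replicates, with every replicate also reaching that level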
Target sequence (P26447 whole entry, looked up): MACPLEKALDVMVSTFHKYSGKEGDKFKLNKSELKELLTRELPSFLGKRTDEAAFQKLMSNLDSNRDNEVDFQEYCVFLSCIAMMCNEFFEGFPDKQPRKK
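System – human S100A4 monomer protein, biochemical binding assay · Buffer or medium – Calcium-containing HEPES buffer, pH 7.2 · Timing – 5 min between mix addition and reading · Also added – TAMRA-labelled myosin IIA heavy-chain peptide probe, 5 nM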
Cneo AK release: causes C. neoformans cell lysis; adenylate kinase release luminescence, 4 h; normalised: neutral wells 0, clomiphene wells 100; lysis activity, % at 15 µM; 360,000 compounds, 0.2% hits;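 active means mean lysis activity across replicates of at least 80%, whatever share of replicates individually reach that level; inactive means mean lysis activity below 80%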
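Assay system: C. neoformans cells. Amount: yeast cell density of 5 × 10^6 cells/mL. Technique: AK luminescence. Buffer or medium: YPD. Times: static 4 h at 37 °C with compound, 1 h detection. Dosing: single-point compound dose. Read-out: lysis from increased AK signal.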
SIRT5 block: blocks human SIRT5 desuccinylation of peptide. Q9NXA8. Purified SirT5, succinyl-peptide AMC, trypsin-coupled fluorescence. inhibition, % at 15 µM. 330,000 compounds, 1.1% hits. AID 652115; in the data active means inhibition above about 15%
LGR2 antag: Drosophila LGR2 receptor signaling inhibition; 380,000 compounds, 0.35% hits; inhibition, % at 9.99 µM; AID 720647; HEK293 LGR2, CRE-luciferase, bursicon-stimulated, 4 h;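 active means drop in luminescence signal, shown as inhibition above about 50% in the replicate tests, limit read from the data, passing the limit was not always enough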;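 further: agonist challenge used bursicon conditioned medium at about half maximal strength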
Statin myotox sup: protects C2C12 myotubes from simvastatin toxicity | ATP luminescence, 48 h; scaled: DMSO 0, geranylgeraniol control 100 | rescue of ATP level, % at 7.49 µM | 330,000 compounds, 0.78% hits;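 active means mean ATP rescue above about 67%, or every replicate alone reaching that limit, limit read from the data, passing the limit was not always enough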;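 further: myotubes were challenged with 10 µM simvastatin during compound exposure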
PGC1a acetyl inh: modulators of PGC1a acetylation. U2OS PGC1a acetylation, AlphaScreen anti-acetyl-lysine; with virally co-expressed GCN5 acetyltransferase. inhibition, % at 15.6 µM. 350,000 compounds, 0.17% hits. AID 651687;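 active means every replicate shows inhibition of at least 40%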;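 further: 0% = neutral control wells and 100% = positive control wells; some results beyond the cut were filed as inactive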
XiGFP reactiv: X-chromosome reactivation activator; XiGFP mouse fibroblasts, % GFP-positive cells imaging, 3 d; cells co-treated with 5-aza-dC sensitizer; scaled so ellipticine positive control = 100%; activation, % at 7.58 µM; 360,000 compounds, 0.055% hits; AID 743238;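 active means mean normalized replicate activation at least 10% and every replicate at or above 10%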;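 further: 0% = median of on-plate neutral control wells and 100% = ellipticine 6 µM median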
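System: XiGFP fibroblasts, SV40-immortalized. Medium: DMEM plus 5-aza-dC sensitizer. Doses: single point. Timing: 3 d treatment, 15 min room-temperature fixation. Control set: ellipticine 6 µM.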
ERAP1 HTS inh: inhibitors of human ERAP1 aminopeptidase; inhibition, % at 10.7 µM; recombinant ERAP1, Leu-AMC fluorescence, 60 min; 340,000 compounds, 0.15% hits; AID 652197; Q9NZ08;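 active means mean replicate inhibition of at least 30%, or all replicates individually reaching that 30% level; inactive means mean below 30% and not every replicate reaching it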;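 further: 0% = neutral control wells and 100% = L-leucinethiol positive control wells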
Target sequence (Q9NZ08 whole entry, looked up): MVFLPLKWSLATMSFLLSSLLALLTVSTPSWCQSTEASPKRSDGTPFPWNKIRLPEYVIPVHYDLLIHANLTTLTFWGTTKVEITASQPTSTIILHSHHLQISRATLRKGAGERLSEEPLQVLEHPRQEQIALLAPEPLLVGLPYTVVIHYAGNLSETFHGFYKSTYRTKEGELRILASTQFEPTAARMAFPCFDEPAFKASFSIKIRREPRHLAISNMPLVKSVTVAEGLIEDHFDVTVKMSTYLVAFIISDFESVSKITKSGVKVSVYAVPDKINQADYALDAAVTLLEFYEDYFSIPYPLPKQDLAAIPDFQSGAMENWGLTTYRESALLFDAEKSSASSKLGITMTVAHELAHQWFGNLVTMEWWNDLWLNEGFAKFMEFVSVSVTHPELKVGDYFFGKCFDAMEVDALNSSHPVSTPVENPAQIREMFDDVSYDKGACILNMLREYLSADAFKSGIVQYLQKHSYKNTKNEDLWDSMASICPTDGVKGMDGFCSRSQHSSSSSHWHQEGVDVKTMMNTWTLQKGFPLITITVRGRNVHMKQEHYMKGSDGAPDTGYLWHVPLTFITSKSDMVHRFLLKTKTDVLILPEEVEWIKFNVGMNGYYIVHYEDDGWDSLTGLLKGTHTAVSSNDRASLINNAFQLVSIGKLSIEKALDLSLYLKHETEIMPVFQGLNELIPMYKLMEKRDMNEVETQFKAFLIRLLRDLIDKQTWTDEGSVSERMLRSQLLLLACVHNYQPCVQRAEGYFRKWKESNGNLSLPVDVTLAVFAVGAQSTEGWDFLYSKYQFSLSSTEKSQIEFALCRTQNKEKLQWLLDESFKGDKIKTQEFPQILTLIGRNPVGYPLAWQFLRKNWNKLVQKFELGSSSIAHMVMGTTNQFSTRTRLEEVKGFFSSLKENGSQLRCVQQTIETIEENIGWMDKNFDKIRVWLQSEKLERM
* marks the source's active call; other numbers are inactive results. These rows are one share of the data; the hit share may differ from the screen's.

For C[C@H]1CN([C@@H](C)CO)C(=O)c2cc(-c3ccc(C(=O)N(C)C)cc3)cnc2O[C@@H]1CN(C)C(=O)CN(C)C the results were S100A4 MyoIIA 11, Cneo AK release 1, SIRT5 block -1, LGR2 antag 0, Statin myotox sup 7, PGC1a acetyl inh 9, XiGFP reactiv 0.2 and ERAP1 HTS inh -1.
Screening COc1ccc(CCC(=O)OC(C)C(=O)c2ccc(C)cc2)cc1 (stereo not drawn) returned Cneo AK release -1, LGR2 antag 9, Statin myotox sup 0, PGC1a acetyl inh -9 and XiGFP reactiv 0.1.
`CCC(=O)Nc1cccc(-c2nnc(-c3ccccc3)o2)c1` gave S100A4 MyoIIA 3, Cneo AK release -6, SIRT5 block -6, LGR2 antag -19, Statin myotox sup -6, PGC1a acetyl inh -14, XiGFP reactiv 0.0 and ERAP1 HTS inh -1.
`C/C=C/c1ccc2c(c1)O[C@H](CN(C)C(=O)Cc1ccccc1)[C@@H](C)CN([C@@H](C)CO)S2(=O)=O` gave S100A4 MyoIIA 2, Cneo AK release -3, SIRT5 block -1, LGR2 antag 15, Statin myotox sup -12, PGC1a acetyl inh -2, XiGFP reactiv -0.2 and ERAP1 HTS inh 4.
Screening CN(C)c1ccc(C(=O)N2CC(=O)N(CCc3ccccc3)C(=O)C2)cc1 returned Cneo AK release -18, LGR2 antag 12, Statin myotox sup 13 and PGC1a acetyl inh 6.
Screening O=C(NCC(=O)N(Cc1ccco1)C(C(=O)NC1CCCCC1)c1ccncc1)c1cccs1 (stereo not drawn) returned S100A4 MyoIIA -4, Cneo AK release -1, SIRT5 block -5, LGR2 antag -2, Statin myotox sup -1, PGC1a acetyl inh 8, XiGFP reactiv 0.1 and ERAP1 HTS inh -1.
`CC(O)CC(C)O` (stereo not drawn) gave S100A4 MyoIIA -2, Cneo AK release 1, LGR2 antag 10, Statin myotox sup -7, PGC1a acetyl inh 5 and ERAP1 HTS inh -3.
For CCOc1ccc(N=c2cc(-c3ccc(OC)cc3)oc3ccccc23)cc1 the results were S100A4 MyoIIA 8, Cneo AK release -1, SIRT5 block -3, LGR2 antag -13, PGC1a acetyl inh -1, XiGFP reactiv 0.1 and ERAP1 HTS inh 3.
For Cc1nn(C)c(Cl)c1C(=O)NCC(=O)O the results were S100A4 MyoIIA -5, SIRT5 block 7, LGR2 antag -1, Statin myotox sup -5, PGC1a acetyl inh -21, XiGFP reactiv 0.1 and ERAP1 HTS inh -1.
`CCOC(=O)N1CCN(C(=O)c2cc3cc(F)ccc3[nH]2)CC1` gave S100A4 MyoIIA -4, Cneo AK release -2, SIRT5 block -2, LGR2 antag -6, Statin myotox sup 11, PGC1a acetyl inh 1, XiGFP reactiv 0.2 and ERAP1 HTS inh 3.
For CCCNC(=O)C[C@H]1CC[C@H]2[C@H](COc3ccc(NC(=O)c4ccc(Cl)cc4)cc3C(=O)N2C)O1 the results were S100A4 MyoIIA -16, Cneo AK release -16, SIRT5 block -7, LGR2 antag 6, Statin myotox sup 39, PGC1a acetyl inh -8, XiGFP reactiv 0.3 and ERAP1 HTS inh 7.
`C[C@H](O)[C@@H]1C(=O)N2CCc3ccc(N4CCN(C)CC4)cc3[C@@H]2C[C@@H]1N(C)C(=O)NC1CCCCC1` gave S100A4 MyoIIA -3, Cneo AK release 2, SIRT5 block -4, LGR2 antag 6, Statin myotox sup 0, PGC1a acetyl inh -24, XiGFP reactiv -0.1 and ERAP1 HTS inh 8.
COc1ccccc1Cc1c(-c2ccccc2)nc2c(C)cc(Br)cn12 was read as S100A4 MyoIIA 8, Cneo AK release 1, SIRT5 block -1, LGR2 antag -13, Statin myotox sup 28, PGC1a acetyl inh -1, XiGFP reactiv -0.1 and ERAP1 HTS inh -2.
`COc1ccccc1-c1ccccc1[C@@H]1[C@@H](CO)N(C(=O)CN(C)C)[C@H]1C#N` gave S100A4 MyoIIA 14, SIRT5 block -3, LGR2 antag -13, PGC1a acetyl inh 7, XiGFP reactiv 0.0 and ERAP1 HTS inh 2.
Screening CCCCNC(=O)c1onc(CSc2cc(C)cc(C)c2)c1C(=O)O returned S100A4 MyoIIA -5, Cneo AK release 2, SIRT5 block -2, LGR2 antag 3, Statin myotox sup 2, PGC1a acetyl inh 5, XiGFP reactiv 0.0 and ERAP1 HTS inh -2.
`O=C(NCc1ccc(-n2cccc2)cc1)c1cccc(F)c1` gave S100A4 MyoIIA -4, SIRT5 block 2, LGR2 antag -8, PGC1a acetyl inh -6, XiGFP reactiv 0.3 and ERAP1 HTS inh 1.
`CCc1ccc(S(=O)(=O)N/N=C\c2ccc([N+](=O)[O-])o2)cc1` gave S100A4 MyoIIA 12, Cneo AK release -5, SIRT5 block -5, LGR2 antag 3, Statin myotox sup 9, PGC1a acetyl inh -5, XiGFP reactiv -0.1 and ERAP1 HTS inh -1.
COc1ccc(/C=C(\NC(=O)c2ccccc2)C(=O)NNC(=O)CCN2CCOCC2)cc1 was read as S100A4 MyoIIA 2, SIRT5 block 0, LGR2 antag 22, PGC1a acetyl inh -3, XiGFP reactiv 0.0 and ERAP1 HTS inh 0.
`O=C1c2cccc(OCc3ccc(F)cc3)c2CCN1Cc1ccc(F)cc1` gave S100A4 MyoIIA -2, SIRT5 block 1, XiGFP reactiv 0.1 and ERAP1 HTS inh -3.
COc1ccc(NC(=O)CSc2n[nH]c(-c3ccncc3)n2)c([N+](=O)[O-])c1 was read as S100A4 MyoIIA -5, Cneo AK release 1, SIRT5 block -3, LGR2 antag 5, Statin myotox sup 6, PGC1a acetyl inh -2, XiGFP reactiv 0.5 and ERAP1 HTS inh -1.
`Cc1ccc(C(=O)NNC(=O)c2ccccc2OCc2c(C)noc2C)cc1` gave S100A4 MyoIIA -19, Cneo AK release 0, SIRT5 block -10, LGR2 antag -4, Statin myotox sup -6, XiGFP reactiv 0.0 and ERAP1 HTS inh 1.
For O=C(COc1ccccc1Cl)NC(=S)N1CCc2ccccc21 the results were S100A4 MyoIIA -1, SIRT5 block 0, LGR2 antag -47 and ERAP1 HTS inh -3.
`Nc1cc(N)nc(SCC(=O)NCC(=O)Nc2ccc(F)c(F)c2F)n1` gave S100A4 MyoIIA -22, Cneo AK release 1, LGR2 antag -8, Statin myotox sup -3, PGC1a acetyl inh 9, XiGFP reactiv 0.1 and ERAP1 HTS inh -1.
Cc1[nH]nc2c1C(CC(C)C)C(C#N)=C(N)O2 (stereo not drawn) was read as S100A4 MyoIIA 19, Cneo AK release -6, SIRT5 block 0, LGR2 antag 4, Statin myotox sup 8, PGC1a acetyl inh 11, XiGFP reactiv 0.0 and ERAP1 HTS inh 1.

2 records drawn at random from those above:
For CCOc1ccc(N=c2cc(-c3ccc(OC)cc3)oc3ccccc23)cc1 the results were S100A4 MyoIIA 8, Cneo AK release -1, SIRT5 block -3, LGR2 antag -13, PGC1a acetyl inh -1, XiGFP reactiv 0.1 and ERAP1 HTS inh 3.
Screening CN(C)c1ccc(C(=O)N2CC(=O)N(CCc3ccccc3)C(=O)C2)cc1 returned Cneo AK release -18, LGR2 antag 12, Statin myotox sup 13 and PGC1a acetyl inh 6.

Continued:
`CCCC[C@@H]1CC2=C(C(=O)OC(C)(C)O2)[C@@H](c2ccc(F)cc2)O1` gave S100A4 MyoIIA 1, SIRT5 block 0, LGR2 antag 2 and XiGFP reactiv 0.1.
`O=C(C[C@@H]1CC[C@@H](NS(=O)(=O)c2ccc(F)cc2)[C@H](CO)O1)NC1CCCCC1` gave S100A4 MyoIIA 12, Cneo AK release -2, SIRT5 block -1, LGR2 antag -13, Statin myotox sup -1, PGC1a acetyl inh -7, XiGFP reactiv 0.0 and ERAP1 HTS inh -1.
For COc1cccc(C(=O)Nc2nnc(SCC(=O)NC3CC3)s2)c1 the results were S100A4 MyoIIA -8, Cneo AK release 0, SIRT5 block 0, LGR2 antag -8, Statin myotox sup 3, PGC1a acetyl inh -11 and ERAP1 HTS inh 0.
`COc1ccc(C#Cc2ccc3c(c2)[C@H]2[C@H](CCN2C(=O)Nc2ccc(C(F)(F)F)cc2)[C@@H](CO)N3C)cc1` gave S100A4 MyoIIA -15, Cneo AK release 19, SIRT5 block 9, LGR2 antag -23, Statin myotox sup 5, PGC1a acetyl inh -1, XiGFP reactiv 0.1 and ERAP1 HTS inh -3.
For Cc1c(C(=O)N2CCN(c3ccc(F)cc3)CC2)oc2c1C(=O)CCC2 the results were S100A4 MyoIIA -3, Cneo AK release -3, SIRT5 block 0, LGR2 antag -8, Statin myotox sup 87*, PGC1a acetyl inh -8, XiGFP reactiv 0.0 and ERAP1 HTS inh 2.
Cc1ccc(C(=O)O)cc1NC(=S)NC(=O)c1ccc(-c2ccc(Cl)cc2)o1 was read as S100A4 MyoIIA -2, SIRT5 block 1, LGR2 antag -5, PGC1a acetyl inh 1, XiGFP reactiv 0.2 and ERAP1 HTS inh -2.
For Cc1ccc(CNC(=O)CCSCc2ccccc2C)cc1 the results were S100A4 MyoIIA 2, Cneo AK release 2, SIRT5 block -2, LGR2 antag -2, Statin myotox sup 4, PGC1a acetyl inh -4, XiGFP reactiv 0.0 and ERAP1 HTS inh -2.
`C/C=C/c1ccc2c(c1)O[C@H](CN(C)C(=O)CC1CC1)[C@@H](C)CN([C@H](C)CO)S2(=O)=O` gave S100A4 MyoIIA -5, Cneo AK release 2, SIRT5 block 2, LGR2 antag -8, Statin myotox sup -4, PGC1a acetyl inh 0, XiGFP reactiv -0.5 and ERAP1 HTS inh -3.
O=C(NCCc1cn2ccsc2n1)c1cccs1 was read as S100A4 MyoIIA -1, Cneo AK release 1, SIRT5 block -1, LGR2 antag 8, Statin myotox sup 4, XiGFP reactiv 0.0 and ERAP1 HTS inh 2.
Screening Cc1cc(C(=O)Nc2ccccc2)c2ccccc2n1 returned S100A4 MyoIIA -8, Cneo AK release 0, SIRT5 block 0, LGR2 antag -2, Statin myotox sup 6, XiGFP reactiv 0.1 and ERAP1 HTS inh 2.
For Cc1ccc2c(c1)[nH]c1c(=O)n(Cc3ccco3)cnc12 the results were S100A4 MyoIIA 4, SIRT5 block -2, LGR2 antag -31, PGC1a acetyl inh 15, XiGFP reactiv 1.5 and ERAP1 HTS inh -3.
Screening O=C(C[C@H]1C[C@@H]2c3cc(NC(=O)Nc4ccccc4)ccc3O[C@@H]2[C@@H](CO)O1)NC1CCCCC1 returned S100A4 MyoIIA 2, Cneo AK release 2, SIRT5 block 2, LGR2 antag 10, Statin myotox sup 5, PGC1a acetyl inh -1, XiGFP reactiv 0.4 and ERAP1 HTS inh 0.
Screening CCN(CC)C(=O)C1CC(=O)OC1(C)C (stereo not drawn) returned S100A4 MyoIIA -1, Cneo AK release 4, SIRT5 block 0, LGR2 antag 0, Statin myotox sup 5, PGC1a acetyl inh 9 and ERAP1 HTS inh 1.
For Cc1cc(NC(=O)CSc2nc(C(C)C)nc3sc(C)c(C)c23)no1 the results were S100A4 MyoIIA -1, Cneo AK release 2, SIRT5 block -1, LGR2 antag 4, Statin myotox sup -1, PGC1a acetyl inh 4 and ERAP1 HTS inh 1.
O=C(Nc1ccc2c(c1)[C@@H]1C[C@@H](CC(=O)N3CCc4ccccc4C3)O[C@@H](CO)[C@@H]1O2)Nc1ccccc1F was read as S100A4 MyoIIA 0, Cneo AK release -2, SIRT5 block 12, LGR2 antag 28, Statin myotox sup -8, PGC1a acetyl inh 5, XiGFP reactiv 0.1 and ERAP1 HTS inh 0.
